Jurkat NFkB inh – inhibitors of the PMA/ionomycin-induced NF-kB reporter in Jurkat cells; PMA/ionomycin-induced NF-kB luciferase reporter, luminescence; inhibition, % at 4 µM; 330,000 tested, 0.53% active; in the data active means inhibition above about 50%
Mdm2 MdmX PPI – human Mdm2/MdmX binding inhibition; O15151+Q00987; SaOS-2 split-luciferase Mdm2/MdmX complementation, luminescence; inhibition, % at 8 µM; 330,000 tested, 3% active;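 active means inhibition of at least 50% at 8 µM in the primary screen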
697 NFkB inh – inhibitors of the PMA/ionomycin-induced NF-kB reporter in 697 B cells; 697 B-cell NF-kB luciferase reporter, 16 h; inhibition, % at 4 µM; 330,000 tested, 0.33% active; AID 435022; in the data active means inhibition above about 35%
XBP1 UPR activ – adaptive UPR (XBP1) activation; activation, % at 20 µM; 330,000 tested, 0.33% active; CHO-XBP1 luciferase reporter, IRE1-XBP1 UPR activation, luminescence; percent of tunicamycin response, DMSO as zero;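 active means versus positive control, 20 µM dose yields 30% or more activation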;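 further: 100% = tunicamycin at 10 µg/mL and 0% = DMSO only wells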
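Test system: CHO-XBP1 luciferase reporter cells | Buffer or medium: Serum-containing F12 medium, 10% FBS | Schedule: 6 h compound exposure at 37 °C, 5% CO2 | Detection: Steady-Glo luciferase glow luminescence, 10 min after reagent addition | Read-out basis: Activation, % of tunicamycin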
CXCR6 inh – CXCR6 (human) receptor inhibition | O00574 | CHO-K1 PathHunter CXCR6 beta-arrestin, luminescence | inhibition, % at 20 µM | 360,000 tested, 0.36% active; in the data active means inhibition above about 34%, passing the limit was not always enough;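 further: antagonist mode with CXCL16 agonist at 10 nM final; 0% = 10 nM CXCL16 with DMSO and 100% = unstimulated wells without agonist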
Target sequence (O00574 whole entry, looked up): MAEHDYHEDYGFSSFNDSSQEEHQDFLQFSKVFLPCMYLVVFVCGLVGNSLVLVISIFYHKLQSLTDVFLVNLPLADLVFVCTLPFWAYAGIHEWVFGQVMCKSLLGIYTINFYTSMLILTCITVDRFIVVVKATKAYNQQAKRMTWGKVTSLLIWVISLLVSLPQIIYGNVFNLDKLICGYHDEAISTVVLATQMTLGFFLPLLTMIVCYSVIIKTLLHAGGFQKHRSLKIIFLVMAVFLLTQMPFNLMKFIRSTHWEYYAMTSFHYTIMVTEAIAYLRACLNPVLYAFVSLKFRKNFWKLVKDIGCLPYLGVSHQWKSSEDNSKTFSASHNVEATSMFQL
CCR6 antagonist – antagonists of human CCR6 receptor. inhibition, % at 20 µM. P51684. CHO-K1 CCR6 PathHunter beta-arrestin, luminescence, CCL20-stimulated. 340,000 tested, 0.49% active;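 active means compounds whose inhibition of the agonist-driven luminescence signal at 20 µM reaches about 50%, limit read from the data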;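 further: cells stimulated with CCL20 at 14 nM final; plate controls were DMSO with CCL20 for no effect and DMSO without agonist for full effect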
Target sequence (P51684 whole entry, looked up): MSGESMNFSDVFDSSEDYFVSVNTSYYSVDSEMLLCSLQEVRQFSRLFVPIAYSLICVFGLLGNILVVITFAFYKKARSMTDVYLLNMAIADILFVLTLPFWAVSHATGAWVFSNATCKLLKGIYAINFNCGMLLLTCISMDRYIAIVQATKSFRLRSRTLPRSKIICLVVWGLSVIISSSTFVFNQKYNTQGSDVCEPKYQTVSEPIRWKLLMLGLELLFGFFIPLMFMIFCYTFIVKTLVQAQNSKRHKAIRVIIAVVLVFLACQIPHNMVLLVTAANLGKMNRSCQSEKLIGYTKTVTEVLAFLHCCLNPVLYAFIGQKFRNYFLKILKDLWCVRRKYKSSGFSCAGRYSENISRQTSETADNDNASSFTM
Gli-Sufu block – antagonists of Gli-Sufu signaling; Sufu-KO-LIGHT fibroblasts, Gli luciferase reporter luminescence; inhibition, % at 5 µM; 340,000 tested, 0.74% active; AID 588413;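 active means inhibition above about 55%, limit read from the data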;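 further: 0% = DMSO-treated cells and 100% = wells with medium but no cells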
EBI2 block – EBI2 (human) antagonism | EBI2 beta-arrestin recruitment, luminescence, 7a,25-OHC stimulated | inhibition, % at 5 µM | 360,000 tested, 0.81% active | P32249 | AID 651636; in the data active means inhibition above about 38%;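 further: enzyme fragment complementation signal reports receptor beta-arrestin coupling in cells; 0% = agonist plus DMSO wells and 100% = wells without agonist; some results beyond the cut were filed as inactive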
Target sequence (P32249 whole entry, looked up, the tested form may be a part): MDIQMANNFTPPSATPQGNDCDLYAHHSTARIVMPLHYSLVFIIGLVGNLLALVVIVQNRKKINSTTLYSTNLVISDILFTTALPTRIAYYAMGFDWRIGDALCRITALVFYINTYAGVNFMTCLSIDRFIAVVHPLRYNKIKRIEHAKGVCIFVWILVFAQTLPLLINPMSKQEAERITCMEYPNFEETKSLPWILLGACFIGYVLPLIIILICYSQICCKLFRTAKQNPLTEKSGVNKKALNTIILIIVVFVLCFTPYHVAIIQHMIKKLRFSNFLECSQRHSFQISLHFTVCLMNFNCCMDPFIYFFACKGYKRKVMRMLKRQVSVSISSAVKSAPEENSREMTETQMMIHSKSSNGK
CHOP UPR activ – activators of apoptotic arm of unfolded protein response (CHOP); CHO-CHOP luciferase reporter, UPR activation, luminescence; percent of tunicamycin response over DMSO baseline; AID 449763; 330,000 tested, 0.34% active; activation, % at 10 µM;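 active means at 10 µM dose, activation of 40% or more, normalized to positive control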;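 further: 100% = tunicamycin at 10 µg/mL and 0% = DMSO alone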
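assay system = CHO CHOP reporter cells | amount = 500 CHO-CHOP cells per well | buffer or medium = F12 with 10% FBS | incubation = 16-18 h cell attachment, then 6 h compound exposure, 37 °C | detection = luminescence read with Steady-Glo | read-out = percent activation relative to tunicamycin control | controls = tunicamycin high control, DMSO low control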
* hit, by the source's call; · = not tested or not shown.

SMILES	Jurkat NFkB inh	Mdm2 MdmX PPI	697 NFkB inh	XBP1 UPR activ	CXCR6 inh	CCR6 antagonist	Gli-Sufu block	EBI2 block	CHOP UPR activ
CCCCCOc1ccc(C(O)C(CN2CCOCC2)c2ccccc2)cc1 (configuration not stated)	1	14	-23	1	5	10	28	-3	-0.6
Cc1nccn1Cc1cccc2ccccc12	7	-3	-18	1	-1	19	-1	-19	0.0
CCCCN(Cc1cc2cc(OC)ccc2[nH]c1=O)S(=O)(=O)c1ccc(C)cc1	24	22	-9	-1	-4	-8	-5	-6	-0.3
COc1ccc(N(CC(=O)Nc2ccccc2OC)S(=O)(=O)c2ccc(NC(C)=O)cc2)cc1	43	53*	-50	-5	2	4	0	11	-3.5
COCC(C)n1c(C)cc(C(=O)CSc2nnc(Nc3ccccc3F)s2)c1C (configuration not stated)	5	7	17	4	6	6	3	25	-2.5
COc1ccccc1CNC(=O)C(C)n1nc(C)n2c(cc3occc32)c1=O (configuration not stated)	-5	23	16	0	3	10	-4	5	3.2
Cc1cc(NC(=O)CSc2nc(C3CCCCC3)nc3ccccc23)no1	-4	42	4	-2	2	-5	3	10	-3.0
Cc1ccc(S(=O)(=O)N(C)CC(=O)N2CCCC2)cc1	8	-7	10	-1	-4	-8	-22	-5	-0.8
CCOc1cc(C2C(C#N)=C(N)Oc3n[nH]c(CC)c32)ccc1OCCN1CCOCC1 (configuration not stated)	10	9	-2	-1	-1	-22	2	1	-1.0
COc1cc(Cl)c(C)cc1NC(=O)c1cc(S(=O)(=O)N(C)C)ccc1N1CCCC1	1	28	4	-2	3	19	18	11	-0.2
COc1ccc(NS(=O)(=O)c2cccc(NC(=O)C3=NN(c4ccccc4)C(=O)CC3)c2)cc1	16	23	-35	-9	1	-5	46	1	0.1
Cc1c(C(=O)Nc2ccc(F)cc2)cn2c(nc3ccccc32)c1C#N	3	-7	23	0	4	3	12	3	-0.5
O=C(OCc1cccs1)c1ccccc1NS(=O)(=O)c1ccc2c(c1)OCCO2	-2	-2	-30	0	5	32	3	-4	-0.1
Cc1ccc(NC(=O)CCS(=O)(=O)c2ccc(Br)cc2)nc1	-9	1	2	-2	4	5	0	-8	1.0
O=C1C2CCCN2C(c2ccc(F)cc2)N1c1ccc(Cl)cc1 (configuration not stated)	-12	32	10	-3	3	13	3	1	-0.9
CCCc1cc(=O)n2[nH]c(SCc3ccc(Cl)cc3)nc2n1	19	-15	15	-4	0	-2	37	1	0.9
CC(C)NC(=O)c1ccc(-c2cc(C(F)(F)F)ccc2Cl)o1	-16	-3	-15	0	-2	-18	0	-2	-0.1
CCCOc1nc2c(c(=O)n(C)c(=O)n2C)n1Cc1cccc2ccccc12	18	24	-70	-3	-4	13	57*	12	6.9
Cc1noc(C)c1COc1cccc(C(=O)Nc2ccc(Br)cc2F)c1	61*	41	-48	6	1	19	-17	6	1.6
CCCc1c(C(=O)N/N=C/c2c(OC)ccc3ccccc23)nnn1-c1nonc1N	1	7	15	0	2	6	4	11	0.4
CSCCC(NC(=O)c1ccc(C)o1)C(=O)O (configuration not stated)	0	11	18	-1	-2	-5	-1	-2	-3.5
Cc1ccc(C(=O)OCN2C(=O)c3ccccc3C2=O)c(O)c1	-13	0	13	-7	3	6	-1	-1	0.9
CCOc1ccc(-n2c(SCc3cc(=O)oc4cc(C)ccc34)nnc2-c2cccnc2)cc1	-1	8	-36	0	-6	0	·	3	2.3
COc1ccc(C(=O)N/C(=C/c2ccc(Cl)cc2)C(=O)Nc2ccc(C(=O)O)cc2)cc1	5	3	9	-5	-2	0	1	3	0.2
Cc1cccn2cc(CNS(=O)(=O)c3cccc(F)c3)nc12	-8	-7	-12	0	-2	6	-1	-6	3.0
C=CCNC(=O)c1ccc(C)c(Br)c1	5	20	8	1	-1	-10	-2	-3	-4.7
N#Cc1c(-c2ccco2)nc(SCc2ccc(F)cc2)[nH]c1=O	-28	16	-12	0	-7	5	1	-3	-0.4
COC(=O)C1=C(C)NC(=O)/C1=C\c1ccco1	-5	10	-3	0	8	15	9	8	-0.1
O=C(NCc1ccco1)C1CCCN(S(=O)(=O)c2ccc(-n3cnnn3)cc2)C1 (configuration not stated)	-8	11	-42	-1	-6	15	-5	8	-0.2
COC(=O)c1ccccc1S(=O)(=O)NNC(=O)Nc1ccccc1	1	69*	15	-8	10	11	31	1	-4.5
Nc1ccc(-c2nc3ccc(N)cc3s2)cc1	-147	-67	-129	-6	-8	-11	-111	-8	-7.4
Cc1ccc(C(=O)NCC(c2ccco2)N2CCc3ccccc3C2)cc1 (configuration not stated)	13	-20	7	-3	11	10	-3	3	2.4
CCOC(=O)c1[nH]c2cc3c(cc2c1NC(=O)CN1CCC2(CC1)OCCO2)OCO3	14	6	-3	-1	5	1	8	-6	-1.2
CCC(=O)NC(=S)Nc1ccc(N2CCN(C(=O)c3ccc(Cl)cc3)CC2)cc1	8	20	-5	-2	-3	8	13	43*	-1.0
Cc1cccc(NC(=O)c2cc(NC(=O)c3ccccc3)ccc2N2CCCCC2)c1	-9	28	20	5	4	7	3	31	2.9
COc1cc(-c2cc(C(=O)Nc3cc(S(=O)(=O)N4CCOCC4)ccc3O)c3ccccc3n2)cc(OC)c1OC	12	24	11	-1	1	15	5	8	-0.1
CCCOc1ccccc1Nc1nnc(C)c(=O)[nH]1	-1	-3	3	2	2	-2	2	-4	-1.9
COc1ccc(C(=O)c2ccccc2)cc1Br	-11	9	-9	2	0	9	-7	7	0.8
CC(C)(C)NC(=O)N1CCCC(C(=O)c2cccc(Cl)c2)C1 (configuration not stated)	5	-7	-22	-2	-9	-3	0	8	-2.1
CCN(CC)C1CCN(C(=O)CCc2nnc(CCc3ccccc3)o2)C1 (configuration not stated)	2	14	11	0	-11	4	7	12	1.5

Entries above marked active in Mdm2 MdmX PPI.
Structure	Jurkat NFkB inh	Mdm2 MdmX PPI	697 NFkB inh	XBP1 UPR activ	CXCR6 inh	CCR6 antagonist	EBI2 block
COc1ccc(N(CC(=O)Nc2ccccc2OC)S(=O)(=O)c2ccc(NC(C)=O)cc2)cc1	43	53*	-50	-5	2	4	11
COC(=O)c1ccccc1S(=O)(=O)NNC(=O)Nc1ccccc1	1	69*	15	-8	10	11	1

Following part.
SMILES	Jurkat NFkB inh	Mdm2 MdmX PPI	697 NFkB inh	XBP1 UPR activ	CXCR6 inh	CCR6 antagonist	Gli-Sufu block	EBI2 block	CHOP UPR activ
Cc1noc(C)c1S(=O)(=O)Nc1ccccc1Cl	12	15	-9	-4	-4	6	-7	-5	-0.7
CC1=C(C)CC(C(=O)Nc2nc(-c3ccc(C)cc3C)c(C)s2)C(C(=O)O)C1 (configuration not stated)	6	16	8	0	-2	0	-4	1	-1.8
CC(=O)Nc1ccc(S(=O)(=O)N2CCN(Cc3csc(C)n3)CC2)cc1	7	7	20	-7	-5	0	-5	-1	0.5
Cc1cc(C)cc(OCC(=O)OCC(=O)Nc2cc(S(=O)(=O)N3CCOCC3)ccc2C)c1	8	-16	14	-2	6	16	-7	5	-0.7
COc1ccc(C(=O)NCCc2cc3c(OC)ccc(OC)c3[nH]c2=O)cc1OC	-4	13	13	2	-5	13	-6	-14	1.2
O=C(Nc1ccsc1C(=O)O)c1cccc(C(F)(F)F)c1	-19	-26	-64	-1	-1	3	5	-9	4.5
COc1ccc2nc(C)c(C(N)=O)cc2c1	-6	33	7	-2	5	-6	3	-4	-0.7
CCCN(CC(=O)Nc1ccc(F)c(F)c1F)CC(=O)Nc1c(Cl)cccc1Cl	-3	8	18	0	-2	19	2	3	-0.8
Cc1ccc(Cn2c(=O)n(Cc3ccco3)c(=O)c3ccccc32)cc1	-10	-3	-38	-2	9	29	2	69*	0.3
O=C(Nc1ccc(Cl)cc1)c1cccs1	-62	-28	-45	1	-6	3	-56	-10	2.8
NC(=O)c1oc2ccccc2c1NC(=O)C1COc2ccccc2O1 (configuration not stated)	-38	-29	-54	1	-7	-1	-19	8	-0.4
O=C(c1ccc(Cl)c(S(=O)(=O)N2CCOCC2)c1)N1CCc2ccccc2C1	-13	23	15	-2	12	2	10	-2	-2.4
Cn1nnnc1SCCNCc1ccccc1OCc1ccccc1Cl	-12	-2	-18	-3	-5	15	4	5	1.1
Cc1nn(C)cc1CNC(=O)CCC(=O)O	8	-3	-2	-3	-4	1	11	0	2.4
O=C(COc1ncnc2ccccc12)Nc1ccccc1[N+](=O)[O-]	18	27	16	0	-4	-11	-7	0	-0.7
O=C(OCc1nc(-c2ccccc2Cl)no1)c1ccco1	1	-35	19	1	15	-1	-6	-7	2.4
COCCNC(=O)C1CCCN(c2nn3c(=O)cc(C)nc3s2)C1 (configuration not stated)	19	22	19	1	9	-19	-4	-4	-0.7
O=C(/C=C/c1ccc(Br)cc1)N1CCN(Cc2ccccc2)CC1	-8	10	-3	0	-4	6	7	96*	1.2
Cc1ccc(CCNS(=O)(=O)c2ccc3c(c2)C(C)(C)C(=O)N3C)cc1	-2	30	16	2	-2	2	19	-6	-0.5
CCOC(=O)CSc1nc2ccccc2c(=O)n1C	-13	8	2	6	11	18	1	5	-2.0
Cc1ccc(-n2ncc3c(=O)n(CC(=O)N(C)C)cnc32)cc1	-2	-8	7	-4	9	16	3	5	3.0
COc1ccc(NC(=O)CN(c2ccc([N+](=O)[O-])cc2)S(=O)(=O)c2ccccc2)cc1	7	20	-5	-3	-4	15	3	8	-2.1
CCCCn1c(N)c(N(CC(C)C)C(=O)c2ccc(OC)c(S(=O)(=O)N3CCOCC3)c2)c(=O)[nH]c1=O	·	·	·	·	-5	6	-2	13	·
Cc1ccc(C2C(C(=O)c3cc4ccccc4o3)=C(O)C(=O)N2CCN(C)C)o1 (configuration not stated)	·	·	·	·	10	11	0	24	·
Clc1ccc2ncc(-c3nnnn3-c3ccccc3)c(-c3ccccc3)c2c1	8	56*	14	2	15	11	13	5	-0.5
CC(=O)Nc1ccc(NC(=O)COc2ccc(S(=O)(=O)N3CCCC3)cc2C)cc1	-14	23	11	4	0	7	-3	-14	0.7
Cc1cc(Nc2cccc([N+](=O)[O-])c2)c2cccc(C)c2n1	6	2	-17	-5	3	19	8	-6	6.8
COc1ccc(NC(=S)N/N=C/c2cccn2Cc2ccc(F)cc2Cl)cc1	5	30	-7	3	17	2	0	12	-0.2
CC(=O)c1ccccc1OC(=O)COc1ccc([N+](=O)[O-])cc1	-12	2	-17	1	-4	1	1	-10	-1.5
COc1ccccc1C(=O)Nc1cc2cc(Cl)ccc2oc1=O	-56	26	-27	11	-10	-7	-20	-3	7.7
CCCCN(CC)Cc1c(O)ccc2c(-c3ccccc3)cc(=O)oc12	-1	5	-10	-2	10	14	11	3	0.9

Already shown: entries from further up.
SMILES	Jurkat NFkB inh	Mdm2 MdmX PPI	697 NFkB inh	XBP1 UPR activ	CXCR6 inh	CCR6 antagonist	Gli-Sufu block	EBI2 block	CHOP UPR activ
Cc1ccc(-n2ncc3c(=O)n(CC(=O)N(C)C)cnc32)cc1	-2	-8	7	-4	9	16	3	5	3.0
COc1ccc(NC(=O)CN(c2ccc([N+](=O)[O-])cc2)S(=O)(=O)c2ccccc2)cc1	7	20	-5	-3	-4	15	3	8	-2.1

Source: PubChem BioAssay (Sanford-Burnham Center for Chemical Genomics)
